EP2 mod: modulates human prostaglandin E2 receptor EP2 signaling; P43116; EP2-expressing cells, cAMP HTRF FRET, PGE2 co-stimulation; induction, % at 25 µM; 260,000 tested, 0.83% active; AID 940;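 active = compounds whose cAMP rise, as percent of the full-agonist control response, exceeds 60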;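 note: rat C6 glioma line stably carrying human EP2 under a CMV promoter; the protocol text gives 20 µM as final concentration; 100% = response of wells given 1 µM PGE2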
Target sequence (P43116 whole entry, looked up): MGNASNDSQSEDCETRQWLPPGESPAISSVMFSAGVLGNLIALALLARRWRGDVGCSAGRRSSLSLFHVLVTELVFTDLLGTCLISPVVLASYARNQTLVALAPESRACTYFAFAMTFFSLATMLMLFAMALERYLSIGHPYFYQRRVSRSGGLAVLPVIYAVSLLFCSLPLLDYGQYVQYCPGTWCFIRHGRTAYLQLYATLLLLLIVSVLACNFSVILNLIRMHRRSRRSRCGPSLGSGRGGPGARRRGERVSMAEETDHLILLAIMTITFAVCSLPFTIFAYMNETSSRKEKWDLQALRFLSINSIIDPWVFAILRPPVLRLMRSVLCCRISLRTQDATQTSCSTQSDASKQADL
Active calls of the source: *; & = joins results of further samples. Some of the compounds tested; rates above refer to the full screens.

compound	EP2 mod
O=C(O)CSCC(=O)O	8
C[C@@H](N)[C@@H](O)c1ccccc1	-3
CCCc1ncc(CN2C3CCC2CC(O)(c2ccc(F)cc2)C3)cn1 (stereo not drawn)	-10
Cc1nc(-c2ccccc2)c(CC(=O)N2CCCCC2CN2CCCCC2)s1 (stereo not drawn)	-19
CN1CCC=CC1/C=C/c1c[nH]c2ccccc12 (stereo not drawn)	-57
CC(=O)C1CCC2C3CCC4C[C@H](O)CCC4(C)C3C[C@H](O)C12C (stereo partly drawn)	-13
C=C(C)c1cc2cc(C(C)=O)c(O)cc2o1	-35
COc1nc(NCc2ccco2)nc(N2CC3CC(C2)c2cccc(=O)n2C3)n1 (stereo not drawn)	-45
COP(N)(=O)SC (stereo not drawn)	7
Cc1oc2c(c1CC(=O)N(CCN(C)C)Cc1ccc(F)cc1)C(=O)CC(C)(C)C2	-60

3 of these compounds in a different format:
> C=C(C)c1cc2cc(C(C)=O)c(O)cc2o1
  EP2 mod: -35
> CN1CCC=CC1/C=C/c1c[nH]c2ccccc12 (stereo not drawn)
  EP2 mod: -57
> CC(=O)C1CCC2C3CCC4C[C@H](O)CCC4(C)C3C[C@H](O)C12C (stereo partly drawn)
  EP2 mod: -13

New compounds follow:
compound	EP2 mod
Cc1[nH]c2ccc(F)cc2c1CC(=O)N(CCN(C)C)Cc1cccnc1	-1
COP(=S)(OC)Oc1ccc([N+](=O)[O-])cc1	17
C[C@@H]1O[C@@H](O[C@H]2C[C@@H](O)[C@]3(CO)C4C(CC[C@]3(O)C2)[C@@]2(O)CC[C@H](C3=CC(=O)OC3)[C@@]2(C)C[C@H]4O)[C@H](O)[C@H](O)[C@H]1O (stereo partly drawn)	-21
CC[C@H]1C2CC3[C@@H]4N(C)c5ccccc5[C@]45C[C@@H](C2C5O)N3[C@@H]1O (stereo partly drawn)	-1
O=C(CN1C2CCC1CC(O)(c1ccco1)C2)N1CCN(c2ccc(F)cc2)CC1 (stereo not drawn)	-17
COc1cccc2c1cc([N+](=O)[O-])c1c(C(=O)O)cc3c(c12)OCO3	-1
CN1C[C@@H](C(=O)N[C@@]2(C)O[C@@]3(O)[C@H]4CCCN4C(=O)[C@@H](Cc4ccccc4)N3C2=O)C=C2c3cccc4[nH]cc(c34)C[C@@H]21	3
CC(=O)O[C@H]1C(=O)[C@@]2(C)C([C@H](OC(=O)c3ccccc3)[C@]3(O)C[C@H](O)C(C)=C1C3(C)C)[C@]1(OC(C)=O)CO[C@@H]1C[C@@H]2O (stereo partly drawn)	16
CN[C@@H](C)[C@@H](O)c1ccccc1	-20
CN1CCN(c2ccc3ccccc3n2)CC1	20

compound	EP2 mod
COc1ccc(CN2CCN(C(=O)COc3cccc(C)c3)CC2)cc1OC	-5
CN1CCN(C2CC3(C)C(CCC4C3CCC3(C)C(O)C(N5CCN(C)CC5)CC43)CC2O)CC1 (stereo not drawn)	-36
Cc1nonc1CC(=O)N(CCN(C)C)Cc1ccccc1F	-12
C[C@]12C=CC(=O)C=C1CCC1C2CC[C@]2(C)C(=O)CCC12 (stereo partly drawn)	19
CNc1ccccc1C(=O)O	12
O=C(c1ncoc1-c1ccc(F)cc1)N1CC2CC(C1)c1cccc(=O)n1C2 (stereo not drawn)	-17
Cc1ccc(O)cc1 (tested in a mixture with another compound)	-14
CC(C)(C)c1ccc(O)c(C[N+](C)(C)C)c1	-23
CC(C)CC(N(C)C)C1(c2ccc(Cl)cc2)CCC1 (stereo not drawn)	14
O=C(CN1C(=O)CN=C(c2ccccc2Cl)c2c1sc1c2CCCC1)N1CCOCC1	-25

Among those listed so far, five have sulfur:
compound	EP2 mod
O=C(O)CSCC(=O)O	8
Cc1nc(-c2ccccc2)c(CC(=O)N2CCCCC2CN2CCCCC2)s1 (stereo not drawn)	-19
COP(N)(=O)SC (stereo not drawn)	7
COP(=S)(OC)Oc1ccc([N+](=O)[O-])cc1	17
O=C(CN1C(=O)CN=C(c2ccccc2Cl)c2c1sc1c2CCCC1)N1CCOCC1	-25

(listing goes on)
compound	EP2 mod
NC1CC1c1ccccc1 (stereo not drawn)	11
O=C1C(Cl)C(CCl)CN1c1cccc(C(F)(F)F)c1 (stereo not drawn)	-42
O=c1[nH]c(CN2CCN3CCCCC3C2)nc2ccccc12 (stereo not drawn)	-4
N#CC1=C(S)N(c2ccccc2)C(c2cccnc2)NC1=O (stereo not drawn)	-22
COc1ccc2c(c1OC)C(=O)O[C@H]2[C@H]1c2cc3c(cc2CCN1C)OCO3	-27
O=C(O)CNC(=O)c1ccc([As](=O)(O)O)cc1	23
O=[N+]([O-])c1cc(O)c(O)c([N+](=O)[O-])c1	18&21
C=C(C)C1Cc2c(ccc3c(=O)c4c(oc23)COc2cc(OC)c(OC)cc2-4)O1 (stereo not drawn)	17
Cc1nc2ccc(NC(=O)CN3C4CCC3CC(O)(c3ccco3)C4)cc2[nH]1 (stereo not drawn)	-4
C=CCc1cc(CN2C3CCC2CC(O)(c2nccn2C)C3)cc(OCC)c1O (stereo not drawn)	-32

compound	EP2 mod
OC1(c2ccc(F)cc2)CC2CCC(C1)N2Cc1nnnn1Cc1ccccc1 (stereo not drawn)	-68
CC1(C)C2CC(=O)[C@]3(C)C(CC[C@@]4(C)[C@H](c5ccoc5)OC(=O)[C@H]5O[C@]543)[C@@]2(C)C(=O)C[C@H]1O (stereo partly drawn)	-20
C[C@]12CC[C@H](O)C[C@@H]1CC[C@H]1[C@H]2CC[C@@]2(C)[C@H](C3=CC(=O)OC3)[C@H](O)C[C@]12O	4
COc1ccccc1CNC(=O)CN1C2CCC1CC(O)(c1ccco1)C2 (stereo not drawn)	-4
O=C(CN1C2CCC1CC(O)(c1ccco1)C2)Nc1ccccc1F (stereo not drawn)	-24
CCC(CC)N1CCN(Cc2ccc(OC)c(OC)c2)CC1	-6
Oc1ccc2c3c1OC1[C@@H](O)CC[C@@]4(O)[C@@H](C2)N(CC2CCC2)CC[C@]314 (stereo partly drawn)	21
O=C(O)CCC1NC(=S)NC1=O (stereo not drawn)	-13
CN(C)C(=O)Oc1cc(OC(=O)N(C)C)cc(C(O)CNC(C)(C)C)c1 (stereo not drawn)	17
C[N+](C)(C)CC#CCN1CCCC1=O	5

compound	EP2 mod
CC1=CCCC2C1(C)CCC(C)C2(C)CC/C(C)=C/C[n+]1cn(C)c2c(N)ncnc21 (stereo not drawn)	34
COc1cc([C@@H]2c3cc4c(cc3[C@@H](O)C3COC(=O)C32)OCO4)cc(OC)c1O (stereo partly drawn)	29
CC(c1cccc(F)c1)n1cc(C(=O)NC2CCCC2)nn1 (stereo not drawn)	-11
CC1(C)CC(=N[N-]C(N)=[SH+])CC(C)(C)N1.CC1(C)CC(=N[N-]C(N)=[SH+])CC(C)(C)N1.[Ni]	-6
Cn1c(N2CCNCC2)nc2c1c(=O)[nH]c(=O)n2C	7
CCC1(CC)C(=O)C=CNC1=O	16
C/C=C/c1ccc2c(c1)OCO2	35
O=[N+]([O-])N1COC(CN2CCOCC2)C1 (stereo not drawn)	1
CCC(C)[C@H]1O[C@]2(C=C[C@@H]1C)C[C@@H]1C[C@@H](C/C=C(\C)[C@@H](OC3C[C@H](OC)C(O[C@H]4C[C@H](OC)[C@@H](O)[C@H](C)O4)[C@H](C)O3)[C@@H](C)/C=C/C=C3\CO[C@@H]4[C@H](O)C(C)=C[C@@H](C(=O)O1)[C@]34O)O2 (stereo partly drawn)	-7
Cn1ccnc1C1(O)CC2CCC(C1)N2CC(=O)Nc1ccc(N2CCCCC2)cc1 (stereo not drawn)	-42

compound	EP2 mod
Cc1ncc(CNC(=O)N(CCCl)N=O)c(N)n1	18&23
COc1cccc(CN2CCN(C(=O)Cc3cccnc3)[C@@H](C)C2)c1	-36
O=C(Cc1n[nH]c(=O)c2ccccc12)N1CCCCC1CN1CCCC1 (stereo not drawn)	-55
COc1ccc2c(c[n+](C)c3c4cc5c(cc4ccc23)OCO5)c1OC	-26
O=C(O)C(O)(c1ccc(-c2ccccc2)cc1)c1ccc(-c2ccccc2)cc1	12
CC(=O)c1cn(CC(=O)NCCc2c[nH]c3ccccc23)c2ccccc12	-87
O=C(NC(=O)c1c(F)cccc1F)Nc1ccc(Cl)cc1	-1
CCCCCCCCCc1ccc(O)cc1	55
CNCCc1c[nH]c2ccc(O)cc12	6
CCN(CCCl)Cc1ccccc1Br	18

compound	EP2 mod
Nc1nc(SC2CCC([N+](=O)[O-])C3NONC23)c2[nH]cnc2n1 (stereo not drawn)	11
CNC(=O)O/N=C/C(C)(C)SC	24
FC(F)(F)c1cccc(NC2=NCCCS2)c1	5
COc1cc(CN2C3CCC2CC(O)(c2ccc(F)cc2)C3)ccc1OC(C)C (stereo not drawn)	-15
CN(C)CCN(Cc1ccc(F)cc1)C(=O)Cc1nn(C)c(=O)c2ccccc12	-26
C=CCOc1c(CN2C3CCC2CC(O)(c2cccc(F)c2)C3)cccc1OC (stereo not drawn)	-51
C[C@@H]1CC[C@H]2[C@@H](C)C(=O)O[C@@H]3OC4(C)CC[C@@H]1[C@]32OO4	5
CCCSc1ncc(CN2C3CCC2CC(O)(c2nccn2C)C3)cn1 (stereo not drawn)	5
C#CCOS(=O)OC1CCCCC1Oc1ccc(C(C)(C)C)cc1 (stereo not drawn)	20
O=C(O)C[C@@H]1OCC=C2CN3CC[C@]45c6ccccc6N[C@H]4[C@H]1[C@H]2C[C@H]35	1

compound	EP2 mod
COc1cc2c(cc1OC)[C@@]13CCN4CC5=CCOC6CC(=O)N2C1[C@H]6[C@H]5C[C@H]43 (stereo partly drawn)	5
NC1(C(=O)O)CCCC1	15
[N-]=[N+]=NCC(=O)c1c[nH]c(=O)[nH]c1=O	46
C[C@@H]1O[C@H](C[N+](C)(C)C)C[C@H]1O	12
c1cncc(C2NCCc3ccccc32)c1 (stereo not drawn)	-13
C#CCOc1ccc(CN2C3CCC2CC(O)(c2ccc(F)cc2)C3)cc1 (stereo not drawn)	-43
COc1ccc(C)cc1CN1C2CCC1CC(O)(c1cccc(F)c1)C2 (stereo not drawn)	-87
C[C@@](Br)(C(=O)O)[C@H](Br)C(=O)O	34
O=C(O)COc1ccc(Cl)cc1Cl	27
CN(C)[C@@H]1C(=O)C(C(N)=O)=C(O)[C@]2(O)C(=O)C3=C(O)c4c(O)cccc4[C@](C)(O)[C@H]3C[C@@H]12	20

compound	EP2 mod
CC(=O)O[C@@H]1CC2C(C)(C)C(=O)C=C[C@]2(C)C2CC[C@]3(C)C(=CC(=O)O[C@H]3c3ccoc3)[C@@]21C (stereo partly drawn)	7
CS(=N)(=O)CC[C@H](N)C(=O)O (stereo partly drawn)	7
C#CCOc1ccccc1CN1C2CCC1CC(O)(c1ccccc1F)C2 (stereo not drawn)	-35
COC(=O)CC1=C(C(=O)OC)C2(C(=O)Nc3ccc(F)cc32)C(C#N)=C(N)O1 (stereo not drawn)	23
O=S(=O)(O)/C(=C\c1ccccc1)c1ccccc1 (tested in a mixture with another compound)	26
COc1ccc2c3c1OC1C(OC)C=CC4C(C2)CN(C)CC341 (stereo not drawn)	-21
O=C(CN1C2CCC1CC(O)(c1ccccc1F)C2)NC1CCS(=O)(=O)C1 (stereo not drawn)	7
N#CC1=C(N)Oc2c(c(=O)oc3ccccc23)C1c1ccc(OCC(N)=O)cc1 (stereo not drawn)	-17
Cc1[nH]c2ccc(O)cc2c1CCN	0
Cc1cc[c]([Sb]2[O][C@H]([C@H](O)[C@H](O)C(=O)O)[C@@H](CO)[O]2)cc1	19

compound	EP2 mod
COc1cc2c(cc1OC)[C@@H]1C(=O)c3ccc(O)c(CC=C(C)C)c3O[C@@H]1CO2	21
CC1(C)C2C[C@@H](O)[C@]3(C)C(CC[C@@]4(C)[C@H](c5ccoc5)CC5OC543)[C@@]2(C)[C@@H](O)C[C@H]1O (stereo partly drawn)	9
CC1(C)CC2(CCCN(CCC(N)=O)C2)CCO1 (stereo not drawn)	10
C[C@]12CC[C@@H]3[C@H](CCC4=CC(=O)CC[C@]43C)[C@]1(O)CC[C@@]2(O)C(=O)CO	-3
COc1ccccc1CN(CCN(C)C)C(=O)Cc1coc2cc(C)ccc12	-71
CC(C)(O)[C@@H]1[C@H]2OC(=O)[C@@H]1[C@]1(O)C[C@H]3O[C@]34C(=O)O[C@H]2[C@]14C (tested in a mixture with another compound)	32
CCSCC[C@H](N)C(=O)O	20
Nc1ccccc1O.O.O=C(O)[C@H]1[O][Sb][O][C@H]1C(=O)O	-4
N#CC1=C(N)Oc2c(c(=O)oc3ccccc23)C1c1cc2c(cc1Cl)OCO2 (stereo not drawn)	0
CC(C)(C)c1o[nH]c(=O)c1CC(N)C(=O)O (stereo not drawn)	17

compound	EP2 mod
C[C@H](Br)CN(C[C@H](C)Br)c1ccc2c(c1)Cc1ccccc1-2	-27
N[C@@H](Cc1ccc(N(CCCl)CCCl)cc1)C(=O)O	26
C=Cn1cc(CN2C3CCC2CC(O)(c2ccc(F)cc2)C3)c(C)n1 (stereo not drawn)	-12
CCCN(CCC)C(=O)Cc1c(-c2ccc(Cl)cc2)nc2c(Cl)cc(Cl)cn12	10

Screening results deposited in PubChem by Emory University Molecular Libraries Screening Center.
